mcGAS RapidFire = inhibitors of Mus musculus cyclic GMP-AMP synthase, initial high-throughput assay, cell-free, RapidFire MS; recombinant mouse cGAS, cGAMP by RapidFire MS; actives 0.18% (n = 130,000); AID 1259397, 2018; inhibition, % at 12.5 µM;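 active means inhibition of cGAS enzyme activity at or above 60%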;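 further: enzyme stimulated by 45 bp dsDNA with ATP and GTP substrates; cGAMP share of summed cGAMP plus half ATP and half GTP signals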
Target sequence (Q8C6L5 whole entry, looked up): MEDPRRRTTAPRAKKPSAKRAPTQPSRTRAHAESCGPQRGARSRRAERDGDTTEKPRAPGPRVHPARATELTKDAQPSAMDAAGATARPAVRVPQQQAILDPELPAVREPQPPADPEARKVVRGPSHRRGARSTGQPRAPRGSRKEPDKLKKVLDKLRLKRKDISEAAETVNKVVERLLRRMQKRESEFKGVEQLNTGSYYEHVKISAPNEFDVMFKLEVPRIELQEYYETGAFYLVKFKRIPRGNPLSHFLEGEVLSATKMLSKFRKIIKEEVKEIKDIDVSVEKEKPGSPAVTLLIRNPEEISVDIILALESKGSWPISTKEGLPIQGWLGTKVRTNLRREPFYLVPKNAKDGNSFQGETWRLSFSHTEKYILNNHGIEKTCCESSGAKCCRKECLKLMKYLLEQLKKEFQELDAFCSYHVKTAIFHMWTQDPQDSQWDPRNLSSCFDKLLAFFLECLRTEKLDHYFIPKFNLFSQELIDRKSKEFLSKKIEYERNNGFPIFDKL
Numbers without * were called inactive; & = joins results of further samples. A portion of the library; count on the stated rates, not on these rows.

SMILES	mcGAS RapidFire
CC(C(=O)N(C)Cc1ccccc1)N1CCN(c2cccc(Cl)c2)CC1 (stereo unspecified)	-1.5
CC1CN(c2ccc(NC(=O)N3CCn4cccc4C3C)cc2F)CC(C)O1 (stereo unspecified)	-9.1
CC(=O)NCc1ccc(-c2csc(N3CCCC(C)C3)n2)s1 (stereo unspecified)	-14.9
COCCNC(=O)c1sc(=O)n(Cc2c(C)cccc2C)c1C	14.5
COc1ccc(-c2nccn2CCc2ccncc2)c(Cl)c1OC	-35.1
c1ccc(CCCSCn2ccnc2)cc1	-3.4
Cc1cccc(OCC(=O)N2CCc3[nH]c4ccccc4c3C2)c1C	-3.5
CCc1ccc(C(=O)Nc2cccc(-n3c(C)c[nH]c3=O)c2)o1	-6.5
COC(=O)C1C(c2ccc(OC)cc2)Nc2nnc(C(F)(F)F)n2C1(C)O (stereo unspecified)	7.7
O=C(Nc1nc(-c2cc3cc(Br)ccc3oc2=O)cs1)c1ccccc1	-10.3
CN(C)c1ccc(C(=O)Nc2ccc3c(c2)OC(F)(F)O3)cn1	-5.6
Cc1cc(CNc2nc(C)ccc2C(N)=O)ccn1	5.9
Cc1ccc2c(C)c(C(=O)N3CCC4(CN(C)C(=O)O4)C3)oc2c1 (stereo unspecified)	-17.4
COCCCn1c(C)cn2c3c(=O)n(Cc4cc(C)ccc4C)c(=O)n(C)c3nc12	-2.3
COc1ccc(NC(=O)c2ccc(C#N)cn2)cc1Br	-2.8
Cc1cc(C)n2c(SCc3cc(=O)oc4cc(C)c(C)cc34)nnc2n1	0.8
COc1ccc(Nc2nc(N3CCCC(C)C3)nc3[nH]ncc23)cc1 (stereo unspecified)	-5.2
Clc1ccc(-c2ccc(-c3nn4c(-c5ccco5)nnc4s3)o2)cc1	-0.8
CCOc1ccc(NS(=O)(=O)c2cccc(Cl)c2)cc1OC	0.6
CS(=O)(=O)N(CC(=O)Nc1cc(Cl)c(Cl)cc1Cl)Cc1ccccc1	1.0
CNc1ccccc1C(=O)N(Cc1ccccc1)CC(C)CO (stereo unspecified)	-26.4
O=C1CCCN1CCCNc1nc(-c2ccc(Cl)cc2)nc2c1CNC2	-3.6
CNC(=O)Cn1cnc(NC(=O)CCc2ccc(Cl)cc2)n1	3.3
O=C(C1CCOCC1)N1CCOC(CC(c2ccccc2)c2ccccc2)C1 (stereo unspecified)	-4.2
NC(=O)Cn1nccc1-c1ccc(F)c(Cl)c1	1.6
O=S(=O)(O)c1cc(O)ccc1O	-0.9
Cc1cccc(C)c1NS(=O)(=O)c1ccc(F)cc1[N+](=O)[O-]	-1.0
COC(=O)c1ccc(Cn2c(C)c(C(=O)NCc3cccc4ccccc34)sc2=O)o1	-3.8
CN(C)CC1(O)CCN(C(=O)C2(c3ccc(Cl)cc3)CCC2)C1 (stereo unspecified)	-17.7
Cc1ncc(CN(C)Cc2cnn(-c3ccccc3)c2)n1C	-2.7
Cc1cccc(Nc2ccc(N3CCN(C(=O)C(C)(C)C)CC3)nn2)n1	-5.3
Cc1onc(-c2ccccc2)c1C(=O)NCC1Cc2cc(Oc3ccccc3)ccc2O1 (stereo unspecified)	-2.8
O=C(NC1CCS(=O)(=O)C1)c1ccc(-c2ccc(F)cc2)s1 (stereo unspecified)	5.3
CCn1cc(C(=O)CSc2ncc(C#N)c(N)n2)c2ccccc21	-3.1
CC1=CCCC(C)(C)C1C=CC(C)=NNc1nc2ccccc2[nH]1 (stereo unspecified)	-2.4
Cc1nc(-c2cccnc2)sc1-c1ccc(SCC(=O)Nc2ccc(C(C)C)cc2)nn1	-16.9
CNc1cc(-c2ccc(OC)c(OC)c2)nc2ccnn12	-3.0
CN(C)C(=O)c1ccc(NC(=O)CCC2CCCC2)cc1	-3.8
CC(C)Oc1cccc(C(=O)C2CCCN(C(=O)c3ccc4c(c3)OCO4)C2)c1 (stereo unspecified)	-12.0
CCCCCn1c(=O)c2c(nc3n2CCCN3c2ccccc2)n(C)c1=O	1.7
Clc1cccc(CN2CCN(c3nc4nonc4nc3NC3CC3)CC2)c1	0.5
CCN1CCCC1CN(CC1CCN(CCOC)CC1)C(=O)c1cc(C)oc1C (stereo unspecified)	-7.7
N=C(N)c1ccc(OCCCCCOc2ccc(C(=N)N)cc2)cc1	-3.7&-1.2&2.0
O=C(CSc1nnc(CNC(=O)c2cccs2)n1-c1cccc(C(F)(F)F)c1)Nc1nc2ccccc2s1	-4.8
Cc1ccc(C(C)CCN2CCC(N3CCC(C(=O)N4CCCC4)CC3)CC2)o1 (stereo unspecified)	-6.9
CCn1c(C)cc(O)c(C(c2ccc(OC)cc2)N2CCN(c3ccccc3F)CC2)c1=O (stereo unspecified)	-3.8
COc1cc(=O)n(-c2ccccc2C)nc1C(=O)Nc1ccccc1Cl	-32.3
O=C(Oc1ccc([N+](=O)[O-])cc1)c1cn2cc(C(F)(F)F)cc(Cl)c2n1	-5.0
COc1ccc(C(=O)Nn2c(-c3ccncc3)n[nH]c2=S)cc1	0.6
CC(Cn1cncn1)NCc1cc(-c2ccc(F)cc2)no1 (stereo unspecified)	-8.0
Cc1cc(N(C)/N=C\c2ccc(O)cc2)nc(-c2ccccc2O)n1	-1.5
Cc1ccc(C)c(C2CC(c3ccccc3)=Nc3ncnn32)c1 (stereo unspecified)	-6.1
Cc1ccc(N(C(=O)COc2ccc(Br)cc2)C2C=CS(=O)(=O)C2)cc1 (stereo unspecified)	1.1
Cc1ccc(C2c3c(n[nH]c3C)OC(=N)C2C#N)o1 (stereo unspecified)	-3.6
CN(c1nc(-c2ccc(Br)cc2)cs1)C1CCS(=O)(=O)C1 (stereo unspecified)	-15.6
Cn1cc(CNc2ccc(C(=O)N3CCC(Cn4cccn4)CC3)cn2)cn1	-14.1
Cn1c(=O)[nH]c(=O)c2c1n1c(-c3ccccc3Cl)nnc1n2C	-0.6
Cc1sc2ncn(CCC(=O)NC3CCCCC3)c(=O)c2c1C	-15.7
O=C(c1cccnc1Oc1ccc(Cl)cc1)N1CC=C(c2ccc(Cl)cc2)CC1	-1.2
Cc1nn(-c2ccc(F)cc2F)c(C)c1C(=O)NCC1CCCS1 (stereo unspecified)	-8.3&-7.5
(next part)
SMILES	mcGAS RapidFire
Cc1cc(NC(=O)CSc2nc3ccccc3c(=O)n2NC(=O)c2ccccc2)n[nH]1	-10.0
Cc1cc(NC(=O)c2cc(F)cc(F)c2)ccc1N(C)C	-4.9
O=C1CC(Nc2nccc(C3CCCC3)n2)CN1Cc1cccc(F)c1 (stereo unspecified)	-0.4
CCC1CN(Cc2csc(NC)n2)CCC(=O)N1Cc1ccccc1 (stereo unspecified)	1.3
CC(Cc1ccncc1)OC(=O)CCc1ccccc1 (stereo unspecified)	-5.5
CC1(C(=O)NCCc2c[nH]c3ccccc23)CCN1Cc1csc2ccccc12 (stereo unspecified)	-7.9
CCCCN(C(=O)c1nc2nccc(C)n2n1)c1ccccc1	-2.9
CNc1cncc(-c2cccc(S(C)(=O)=O)c2)n1	-0.1
O=C(c1csnn1)N1CCC(C2CCN(c3ncccn3)CC2)C1 (stereo unspecified)	-8.0&1.8
OC(COc1c(F)cc(Br)cc1F)CN1CCN(c2ccc(F)cc2)CC1 (stereo unspecified)	0.0
N#Cc1ccc(Oc2ccccc2F)c(F)c1	2.3
CCN=c1scc(-c2cc(OC)ccc2OC)n1N=C1CCC(C(C)(C)C)CC1 (stereo unspecified)	-1.3
COc1cc(C(=O)NC(C)CN2CCCC2=O)ccc1OCc1c(C)noc1C (stereo unspecified)	-4.2
CCc1ccc2nc(NCCNC(C)=O)cc(C)c2c1	-4.3
CC1(C(=O)NS(=O)(=O)c2ccc(Cl)s2)CCN1C(=O)CCc1ccccc1 (stereo unspecified)	-13.9
O=C(Nc1ccnn1C1CCN(Cc2ccc3nsnc3c2)CC1)C1CCCC1	-12.2&-7.9
Cc1c(C)n2c3c(=O)[nH]c(=O)n(C)c3nc2n1-c1cccc(O)c1	-8.6
Cc1cccc(C2c3cccn3CCN2C(=O)CCC(=O)N2CC3(C)CC2CC(C)(C)C3)c1 (stereo unspecified)	-2.0
CC(c1cc2ccccc2[nH]1)N(C)C(=O)c1cnn2c1CCCC2 (stereo unspecified)	-30.5
Cc1ccc(-n2cnnc2SC(C)C(=O)N2CC(C)OC(C)C2)c(C)c1 (stereo unspecified)	-10.1

The closing four records of the part before open the next one:
SMILES	mcGAS RapidFire
Cc1c(C)n2c3c(=O)[nH]c(=O)n(C)c3nc2n1-c1cccc(O)c1	-8.6
Cc1cccc(C2c3cccn3CCN2C(=O)CCC(=O)N2CC3(C)CC2CC(C)(C)C3)c1 (stereo unspecified)	-2.0
CC(c1cc2ccccc2[nH]1)N(C)C(=O)c1cnn2c1CCCC2 (stereo unspecified)	-30.5
Cc1ccc(-n2cnnc2SC(C)C(=O)N2CC(C)OC(C)C2)c(C)c1 (stereo unspecified)	-10.1
Cc1c(C(C)NCc2ccc(O)c(Cl)c2)cnn1-c1ccccc1 (stereo unspecified)	5.2
Nc1nc(COC(=O)c2ccc(O)cc2)nc2ccccc12	-7.1
Cc1cccc(C)c1OCCCNC(=O)N1CCCSCC1	-12.0
Cc1cccc(OC2CCN(C(=O)CCNS(C)(=O)=O)CC2)c1	-6.1
CC(C)CN1CCC(CN(C)C(=O)c2cc(COc3ccc4ncccc4c3)on2)C1 (stereo unspecified)	-5.2
COc1cc(C=C2N=C(c3cccc(OC(F)F)c3)OC2=O)cc(OC)c1OC(F)F	-9.2
O=C(Nc1ccc(F)c(NC(=O)C2CCCCC2)c1)c1ccco1	-18.2
COc1cc(/C=C\C(=O)OCc2cc(-c3ccc4c(c3)OCO4)on2)cc(OC)c1OC	-7.3
C=C(C)Cn1c(=O)c2c(nc3n(-c4cc(OC)ccc4OC)c(C)c(C)n23)n(C)c1=O	2.0
CC(C)(C)c1ccc(COn2c(=O)c[n+]([O-])c3ccccc32)cc1	-2.0
CC(C)c1ccc(NC2CCCN(C(=O)c3ccc(N4CC(=O)NC4=O)cc3)C2)cc1 (stereo unspecified)	-9.2
O=C(c1cccc(Cl)c1)N1CCCC(N2CCN(c3ccccc3F)CC2)C1 (stereo unspecified)	-6.8
COc1ccc(OCc2nc(C(=O)O)cs2)cc1	1.0
Cc1ccnc(C(NC(=O)c2cnc3cccc(C)n3c2=O)C2CC2)c1 (stereo unspecified)	-7.3
Cc1nnc(NC(=O)CSc2nc3[nH]ncc3c(=O)[nH]2)s1	-3.0
CC(C)CN1CCN(c2nc3c(c(=O)[nH]c(=O)n3C)n2Cc2ccccc2F)CC1	-2.9
O=C(Cn1c(-c2ccc(Cl)cc2)n[nH]c1=S)N1CCCCCC1	-10.1
COC(=O)C(C)(C)NC(=O)c1ccc(Br)s1	6.7
Cc1cnn(-c2ccc(OCCN3CCCC3)cc2)c1	-3.5
O=C(Cc1ccc(-n2cnnn2)cc1)NCC1CC2CCC1C2 (stereo unspecified)	-1.3
CCc1nc(C)sc1CNC(=O)CN1CC(=O)NC1=O	-23.5
CSc1sc(NS(=O)(=O)c2ccccc2C#N)nc1C	-13.7
COCCNC(=O)C1(C)CCCN(Cc2cc(-c3ccccc3)n(C)n2)C1 (stereo unspecified)	-5.1
c1ccn2c(C3CCCN(Cc4cc5n(n4)CCNC5)C3)nnc2c1 (stereo unspecified)	-15.4
O=C(NC(c1ccccn1)C(F)(F)F)c1cn(-c2ccccc2)nn1 (stereo unspecified)	-23.1
O=C(COC(=O)C=CC(=O)OCC(=O)NC1CCCC1)NC1CCCC1	-3.5
Cc1nc(SCC(=O)N(C)C2CCCc3ccccc32)c(C#N)c(C)c1C (stereo unspecified)	-6.8
CCn1c(SCC(=O)N(CCC#N)CCC#N)nc2ccccc2c1=O	-0.1
CC(C1CC1)n1nccc1NC(=O)CN1CCCc2ccccc21 (stereo unspecified)	-4.2&9.1
C=CCn1c(-c2ccc(OC)c(OC)c2)n[nH]c1=S	-3.6
CCOC(=O)C1(Cc2ccc(F)cc2)CCCN(C(=O)c2cn3c(C)cccc3n2)C1 (stereo unspecified)	-3.5
Cc1cc(-n2cnnc2C(O)c2ccccc2)n(C)n1 (stereo unspecified)	-28.3
CC(C)n1ccc2nc3ncnn3c(-c3ccccc3)c2c1=O	2.3
CCOC(=O)C1=C(C)C2(Br)C3C(=O)N(Cc4ccccc4)C(=O)C3C1(C)C1C(=O)N(Cc3ccccc3)C(=O)C12 (stereo unspecified)	-5.4
Cc1nn(CC(=O)Cc2c(F)cccc2Cl)c(=O)c(C#N)c1C	-16.9
CCC1CCCC(NC(=O)C(=O)Nc2ccc3c(c2)CCO3)C1 (stereo unspecified)	-1.4
CN1C(=O)C2(CCN(C(=O)NCc3ccco3)CC2)c2ccccc21	-10.2
Cc1csc(CN(C)C(=O)c2ccc3oc(Cc4ccc(Cl)cc4)nc3c2)n1	-3.1
CC(=O)Nc1c(-c2ccc3c(c2)OCO3)c(=O)c2ccccc2n1C	-5.5
CCC(C)(NC(=O)c1ccc(C)s1)c1nccs1 (stereo unspecified)	-2.5

Grouped by structure: the entries above containing an NH in an aromatic ring
SMILES	mcGAS RapidFire
Cc1cccc(OCC(=O)N2CCc3[nH]c4ccccc4c3C2)c1C	-3.5
CCc1ccc(C(=O)Nc2cccc(-n3c(C)c[nH]c3=O)c2)o1	-6.5
COc1ccc(Nc2nc(N3CCCC(C)C3)nc3[nH]ncc23)cc1 (stereo unspecified)	-5.2
CC1=CCCC(C)(C)C1C=CC(C)=NNc1nc2ccccc2[nH]1 (stereo unspecified)	-2.4
COc1ccc(C(=O)Nn2c(-c3ccncc3)n[nH]c2=S)cc1	0.6
Cc1ccc(C2c3c(n[nH]c3C)OC(=N)C2C#N)o1 (stereo unspecified)	-3.6
Cn1c(=O)[nH]c(=O)c2c1n1c(-c3ccccc3Cl)nnc1n2C	-0.6
Cc1cc(NC(=O)CSc2nc3ccccc3c(=O)n2NC(=O)c2ccccc2)n[nH]1	-10.0
CC1(C(=O)NCCc2c[nH]c3ccccc23)CCN1Cc1csc2ccccc12 (stereo unspecified)	-7.9
Cc1c(C)n2c3c(=O)[nH]c(=O)n(C)c3nc2n1-c1cccc(O)c1	-8.6
CC(c1cc2ccccc2[nH]1)N(C)C(=O)c1cnn2c1CCCC2 (stereo unspecified)	-30.5
Cc1nnc(NC(=O)CSc2nc3[nH]ncc3c(=O)[nH]2)s1	-3.0
CC(C)CN1CCN(c2nc3c(c(=O)[nH]c(=O)n3C)n2Cc2ccccc2F)CC1	-2.9
O=C(Cn1c(-c2ccc(Cl)cc2)n[nH]c1=S)N1CCCCCC1	-10.1
C=CCn1c(-c2ccc(OC)c(OC)c2)n[nH]c1=S	-3.6

Screening results (PubChem BioAssay)
